mABHD4 FP = ABHD4 inhibitors, primary screen, biochemical, fluorescence polarization, mouse; hit rate 0.54% among 370,000; purified mABHD4, FP-Rh probe fluorescence polarization; inhibition, % at 8.92 µM; AID 720543, 2013; (Lyso)-N-acylphosphatidylethanolamine lipase (Mus musculus), Q8VD66;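 active = inhibition exceeding the mean over every tested compound plus 3 SD, cut at about 30% in these data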;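 also: 0% = plate median of compound wells and 100% = S159A mutant with DMSO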
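Assay system: mABHD4 protein; medium: HEPES pH 7.0, NaCl, Pluronic buffer; dosing: 8.92 µM, single dose; schedule: 45 min + 60 min at 25 °C; signal: FP readout, ex 525 nm / em 598 nm; read-out: normalized percent inhibition of probe labeling; repeats: single replicate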
SMARCA2 act = SMARCA2 (BRM) function activators, primary screen, cell-based, luminescence, high throughput | hit rate 1% among 370,000 | AID 652017, 2013 | activation, % at 9.1 µM | MG213 cells, MMTV-luciferase reporter, dexamethasone, overnight; in the data active = activation above about 7.8%;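 also: 0% = vehicle wells and 100% = reference activator wells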
Rev-erbA mod = modulators of Rev-erb alpha DNA binding, primary screen, biochemical, FITC-DNA, fluorescence polarization, uHTS; AID 1259318, 2017; Nuclear receptor subfamily 1 group D member 1 (Homo sapiens), P20393; activity, % at 10 µM; hit rate 0.79% among 370,000; Rev-erbα–FITC-DNA binding, 90 min;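 active = activity above about 14%, limit read from the data; passing the limit was not always enough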;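 also: 0% = DMSO wells with 35 nM protein and 100% = DMSO wells with 750 nM protein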
PG9 Ab binder = binders of HIV-1 gp120 antibody PG9, primary screen, biochemical, TR-FRET. inhibition, % at 6.7 µM. hit rate 0.43% among 360,000. TR-FRET gp120-PG9 antibody binding; in the data active = inhibition above about 8.5%
GC-A act = GC-A stimulated cGMP production enhancers – HEK293 GC-A cells, cGMP TR-FRET, EC30 ANP, primary screen. 0% at EC30 ANP, 100% saturating ANP. Atrial natriuretic peptide receptor 1 (Homo sapiens), P16066. hit rate 0.14% among 370,000. activation, % at 10 µM; in the data active = activation above about 40%
rCAG binder = binders of r(CAG) RNA repeats, primary screen, biochemical, fluorescence | r(CAG) RNA repeat, TO-PRO-1 dye displacement fluorescence | inhibition, % at 3 µM | hit rate 1.3% among 370,000 | AID 651821, 2012;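 active = inhibition above the plate cutoff, the mean of all test compounds on that plate plus 3 SD, cut at about 35% in these data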;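 also: 0% = DMSO alone and 100% = 100 µM mitoxantrone as full dye displacement; higher means more dye released from RNA so lower well fluorescence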
ARFGAP1 inhibitor = inhibitors of rat ARFGAP1 GAP activity, primary screen, biochemical, fluorescence polarization, GDP tracer; ADP-ribosylation factor GTPase-activating protein 1 (Rattus norvegicus), Q62848; Arfgap1-stimulated ARF1 GTP hydrolysis, GDP FP detection; inhibition, % at 16.5 µM; hit rate 0.26% among 360,000; AID 651572, 2012;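 active = inhibition above a per-plate limit, mean inhibition of low control wells plus 3 SD, cut at about 25% in these data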;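 also: 0% = DMSO wells with enzyme and 100% = wells lacking Arfgap1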
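Replicates: Single well per compound | Assay system: Truncated rat Arfgap1 GAP domain | Control set: No-Arfgap1 wells (100%) versus DMSO full-reaction wells (0%) | Times: Enzyme reaction 120 min at 25 °C after 20 min preincubation | Reagent: Human ARF1(Δ1-17)-GTP substrate | Measured by: Tracer-displacement fluorescence polarization with EDTA stop, 620/688 nm | Measure: Percent inhibition of Arfgap1-stimulated GTP hydrolysis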
ASAP1 inh = inhibitors of human ASAP1 ArfGAP activity, primary screen, biochemical, fluorescence polarization | hit rate 0.19% among 360,000 | ASAP1-stimulated ARF1 GTP hydrolysis, GDP FP detection | Arf-GAP with SH3 domain, ANK repeat and PH domain-containing protein 1 (Homo sapiens), … | inhibition, % at 16.5 µM | AID 624377, 2012; in the data active = inhibition above about 25%;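 also: 0% = vehicle with enzyme and substrate and 100% = no enzyme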
HTRA1 inhibitor = HTRA1 serine protease inhibitors, primary screen, biochemical, fluorescence polarization, HTS. recombinant HTRA1, FP-rhodamine activity-based probe. inhibition, % at 5.96 µM. hit rate 0.5% among 340,000. AID 504803, 2011; in the data active = inhibition above about 36%;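 also: 0% = enzyme with DMSO and 100% = wells lacking enzyme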
NPR2 activator = human GC-B receptor activators, primary screen, HEK293 GC-B cells, cGMP TR-FRET, EC30 CNP. Atrial natriuretic peptide receptor 2 (Homo sapiens), P20594. 0% at EC30 CNP, 100% saturating CNP. activation, % at 10 µM. hit rate 0.11% among 370,000;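 active = activation at 10 µM reaching about 35% in either raw or pattern-adjusted values, limit read from the data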
Target sequence (P20594 whole entry, looked up): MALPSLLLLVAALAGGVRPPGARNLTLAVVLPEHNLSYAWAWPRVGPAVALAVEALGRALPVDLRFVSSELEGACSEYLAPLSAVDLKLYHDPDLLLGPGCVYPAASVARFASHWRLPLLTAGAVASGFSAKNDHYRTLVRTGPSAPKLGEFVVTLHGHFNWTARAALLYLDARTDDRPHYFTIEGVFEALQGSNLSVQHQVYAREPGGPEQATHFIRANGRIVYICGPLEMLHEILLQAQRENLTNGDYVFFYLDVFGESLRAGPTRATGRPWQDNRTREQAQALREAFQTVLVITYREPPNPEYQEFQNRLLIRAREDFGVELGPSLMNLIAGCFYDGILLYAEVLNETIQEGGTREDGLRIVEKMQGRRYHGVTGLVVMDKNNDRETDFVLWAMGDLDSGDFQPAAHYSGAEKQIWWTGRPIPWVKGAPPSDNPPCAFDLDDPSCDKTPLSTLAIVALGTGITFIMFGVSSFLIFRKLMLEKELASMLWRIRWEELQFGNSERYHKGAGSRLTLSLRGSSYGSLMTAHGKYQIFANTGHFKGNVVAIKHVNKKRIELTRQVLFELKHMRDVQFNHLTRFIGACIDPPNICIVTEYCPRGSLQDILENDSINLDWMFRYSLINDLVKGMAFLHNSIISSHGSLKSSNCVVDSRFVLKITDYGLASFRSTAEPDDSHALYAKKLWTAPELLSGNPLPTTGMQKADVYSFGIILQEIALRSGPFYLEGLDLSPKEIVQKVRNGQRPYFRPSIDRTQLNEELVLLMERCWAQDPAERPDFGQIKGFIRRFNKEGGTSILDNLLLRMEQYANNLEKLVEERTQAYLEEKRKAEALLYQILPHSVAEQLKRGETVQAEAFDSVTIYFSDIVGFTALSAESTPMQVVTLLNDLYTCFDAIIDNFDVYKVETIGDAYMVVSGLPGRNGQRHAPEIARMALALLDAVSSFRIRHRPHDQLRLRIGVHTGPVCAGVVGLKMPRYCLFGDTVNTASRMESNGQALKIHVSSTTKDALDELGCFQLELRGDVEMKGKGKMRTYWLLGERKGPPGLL
Active calls of the source: *; nt = no result given.

SMILES	mABHD4 FP	SMARCA2 act	Rev-erbA mod	PG9 Ab binder	GC-A act	rCAG binder	ARFGAP1 inhibitor	ASAP1 inh	HTRA1 inhibitor	NPR2 activator
O=C(O)c1ccc(OCC(F)(F)F)nc1	6.7	-0.8	0.2	-1.5	-0.1	-1.6	-2.1	-7.3	2.0	4.3
COc1ccc(C)c2sc(N3CCCC3)nc12	4.1	-0.8	3.0	0.9	-1.9	-3.7	-9.0	-15.2	6.3	-1.8
O=C(NCc1ccco1)C1Cc2cc(Cl)ccc2O1 (configuration not stated)	1.4	1.1	1.4	0.3	-1.9	4.9	-0.2	-0.4	-6.5	5.1
COC(=O)c1ccccc1CCC(C)=O	-3.2	1.1	-1.4	0.4	-1.9	1.1	-4.7	-5.8	0.7	4.9
O=C(N/N=C/c1ccoc1)c1ccccc1F	-0.1	5.0	-9.7	-1.0	0.0	-1.6	6.4	10.7	-0.1	2.0
Cc1cc(C(=O)OCC(=O)NCc2ccc3c(c2)OCO3)c2ccccc2n1	-5.2	-0.5	3.9	1.8	-4.5	3.2	-1.1	-10.5	-0.3	-1.6
O=C1NC[C@H](Cc2ccc(O)cc2)N(C[C@@H]2CCCN2C[C@H](Cc2ccccc2)N2C[C@H](Cc3ccccc3)N(CCc3ccccc3)C(=O)C2=O)C1=O	5.9	-3.9	1.8	-0.1	0.2	8.7	5.9	-0.2	nt	6.7
CC1(C)CC[C@]2(C(=O)O)[C@H](O)C[C@]3(C)C(=CCC4[C@@]5(C)C[C@H](O)[C@H](O)[C@@](C)(CO)C5CC[C@]43C)[C@@H]2C1 (some centres not stated)	0.3	1.9	-2.5	-0.1	1.2	1.1	-0.9	5.6	3.4	8.1
O=C(CN1C(=O)NC2(CCCC2)C1=O)N1CCN(c2ccc(C(F)(F)F)cc2[N+](=O)[O-])CC1	7.4	-0.1	3.4	-0.4	-0.2	-6.5	0.3	-5.5	-1.4	-3.4
CCc1c(C)nc(SCCOc2ccc(OC)cc2)[nH]c1=O	2.8	0.1	-9.5	1.1	18.5	0.8	3.3	-3.2	-2.4	-1.8
CC1CCN(CCCNC(=O)C2CCC(=O)N2C2CCCC2)CC1 (configuration not stated)	3.8	0.6	1.2	1.9	1.3	-1.2	1.6	12.9	-0.3	-2.1
CN1C(=O)/C(=C/c2ccc(OCc3ccccc3F)cc2)NC1=S	-6.7	-0.4	-5.1	-2.2	-1.7	3.2	10.6	-1.8	-5.6	-3.3
O=C(COc1cccc2cccnc12)N/N=C/c1ccc(O)cc1	-1.7	1.8	-0.1	-0.5	-3.4	3.2	5.5	-0.6	-3.4	3.3
Cc1ccc(CNC(=O)CSc2nc(=O)n3ccc(C)cc3n2)cc1	4.1	-6.0	-1.1	-1.3	3.0	15.1	-3.4	0.5	-1.6	-2.6
CC(=O)Nc1nnc(SCC(=O)c2ccc(F)cc2)s1	-2.4	0.8	-2.1	0.5	-1.0	-0.3	-2.9	-0.4	2.4	-2.9
CCN(C(=O)c1cccc(S(=O)(=O)N2CCCCC2)c1)C1CCS(=O)(=O)C1 (configuration not stated)	6.1	-0.2	-6.8	-1.2	2.3	-5.5	11.0	-6.8	-2.7	9.7
Cn1ncc(Cl)c1C(=O)NCC1CCCO1 (configuration not stated)	-7.7	2.3	4.2	-1.2	0.3	-0.3	-0.5	-12.1	0.9	-2.7
CN(C)S(=O)(=O)c1ccc(C(=O)NC(=O)CSc2nncs2)cc1	4.7	-2.5	-6.6	0.6	-1.2	2.5	8.6	6.2	-5.0	0.6
CCCN1CCN(S(=O)(=O)c2ccc3c(c2)NC(=O)C(C)S3)CC1 (configuration not stated)	0.3	-2.1	-0.4	1.0	-0.3	-2.2	-1.0	2.1	8.4	-3.1
Clc1ccc(N2CCN(c3nc4nonc4nc3N3CCSCC3)CC2)nc1	-2.6	-1.1	0.1	-0.4	-2.2	-0.7	7.6	6.0	2.5	0.8
COc1ccc(C2CC(=O)C(c3ccccc3C)=CN2Cc2ccccc2)cc1 (configuration not stated)	-2.4	-4.8	0.0	1.8	-8.3	2.1	-5.4	-15.3	nt	-4.2
CCOc1cc(/C=N\NC(=O)c2ccc(NC(=O)C(C)(C)C)cc2)ccc1OC(=O)c1cccc(C)c1	-31.0	-4.0	-5.8	-1.8	-8.3	4.3	1.3	6.8	-62.9	4.2
CC(NC(=O)COC(=O)c1ccc2ccccc2n1)c1ccccc1 (configuration not stated)	5.2	1.3	3.2	-1.5	-8.2	17.0	-7.2	-13.1	4.3	-7.2
COc1ccc(C(=O)Nc2ccc(NC(=O)C3CCCCC3)nc2)cc1	5.3	-3.0	-3.1	-1.5	-0.2	1.7	-10.1	-1.7	5.6	0.1
Cc1csc(=O)n1CCC(=O)OCc1nnc(-c2ccccc2Cl)o1	-0.5	-1.5	4.1	-1.2	-1.6	1.9	-3.5	-5.9	-0.9	0.7
Further entries
SMILES	mABHD4 FP	SMARCA2 act	Rev-erbA mod	PG9 Ab binder	GC-A act	rCAG binder	ARFGAP1 inhibitor	ASAP1 inh	HTRA1 inhibitor	NPR2 activator
CN(C)/C=N/C(=S)Nc1ccccc1Cl	-1.6	6.8	-1.2	-1.4	-1.2	-2.1	-2.0	9.2	-2.5	1.8
COc1ccc2c(Cl)c(C(=O)N/N=C/c3cccnc3)sc2c1	-16.4	-1.2	-0.6	-6.5	13.4	9.7	9.2	9.0	-27.2	-0.2
[N-]=[N+]=CC(=O)CC(c1ccccc1)N1C(=O)c2ccccc2C1=O (configuration not stated)	26.2	-0.3	-6.0	-0.9	1.8	2.3	2.2	-7.7	0.0	3.9
COc1ccc(OCCCCN(C)Cc2ccccc2)cc1	10.4	0.7	-3.4	-2.8	0.8	-7.0	12.4	4.0	3.3	-3.4
COc1ccc(NC(=O)O/N=C/c2ccccc2Cl)cc1	-3.6	10.4*	-0.1	-1.2	1.4	-2.0	7.2	6.0	-6.5	-0.9
CCCCOc1ccc(C(=O)NC2CCCCN(CCC)C2=O)cc1 (configuration not stated)	1.9	0.9	3.2	-3.9	3.8	0.0	1.5	0.3	nt	-2.6
COc1ccc(CCNc2cn[nH]c(=O)c2Cl)cc1OC	-3.9	0.8	3.1	0.1	0.4	0.2	-5.1	-19.8	-2.7	4.5
CCCCS(=O)(=O)N1CCCc2nc(-c3ccccc3)ccc21	-2.5	-4.0	2.8	1.3	-2.4	5.2	-12.0	-4.8	nt	2.6
COc1ccccc1OCC(=O)NNC(=O)c1ccc(F)c(S(=O)(=O)N2CCOCC2)c1	4.3	2.1	0.3	-1.1	3.2	1.2	14.3	-1.4	3.6	2.3
C=CCn1c(SCC(=O)Nc2cccc(C)c2)nnc1-c1cnccn1	0.4	4.8	-2.7	-0.1	-11.3	-3.1	1.6	-4.2	-0.4	-13.8
COC(=O)[C@]1(Cc2ccccc2)N[C@H](CN(C)C(C)=O)[C@@H]2C(=O)N(Cc3ccccc3)C(=O)[C@@H]21	1.4	-0.2	2.7	0.3	1.2	-0.5	14.9	-1.0	0.9	-1.2
COc1ccc(CNCCS(=O)(=O)NN2CCOCC2)cc1	3.1	2.3	-2.9	1.3	-1.1	2.8	3.0	11.0	-0.8	-4.3
CC(=O)N=c1cccc(NC(C)=O)n1O	3.8	1.0	-1.5	-0.1	2.4	1.9	-4.8	-2.1	1.0	4.8
CN(C)CCN(C(=O)c1cccc2ccccc12)c1nc2cc3c(cc2s1)OCO3	7.6	-1.5	2.0	0.2	-10.9	-7.7	8.4	-14.2	-21.0	-11.9
O=C(CNc1ccc2ccccc2c1)N/N=C/c1ccc(C(=O)O)cc1	16.6	0.9	5.1	-6.9	-5.6	21.6	2.8	3.4	3.3	-0.2
N#Cc1ccc2[nH]cc(CCO)c2c1	-0.8	1.0	1.8	-1.3	1.2	1.5	9.4	8.9	11.0	2.8
C=CC[C@H](CC(=O)NCCO)C(=O)N[C@@H](COC(=O)[C@H](CC=C)CC(=O)OC(C)(C)C)Cc1ccccc1	-3.0	-0.6	-2.7	-0.7	-0.7	-1.5	6.5	3.6	-1.6	-1.7
O=C(c1ccc2c(c1)OCCO2)N1CCN(c2ccccn2)CC1	-4.4	-1.0	0.6	-1.1	5.6	-6.2	-5.7	5.1	0.1	2.9
CC(=O)Nc1cccn(Cc2c(Cl)cccc2Cl)c1=O	1.9	-2.8	-3.9	-3.1	0.7	-1.0	10.9	-1.7	0.7	5.4
CC(=O)Nc1ccc(-c2csc(NC(C)c3ccccc3)n2)cc1 (configuration not stated)	0.8	-4.7	-4.2	0.1	2.6	3.0	8.1	7.2	-11.1	-5.8
CCOCC(=O)Nc1ccc(OCc2ccccc2)cc1	-4.0	0.4	-3.6	-2.0	0.5	-2.5	10.0	-5.2	-4.6	2.4
CC(C)CC(=O)Nc1ccc(C(=O)CN2CCN(c3ccc(O)cc3)CC2)cc1	1.6	-1.6	1.9	-1.3	-1.2	8.3	3.5	8.0	8.5	-4.8
Cc1nc2ccccc2c(-c2ccccc2)c1C(=O)c1ccccc1	-3.7	-2.7	1.9	0.2	-5.5	-4.9	-12.3	-8.6	-26.7	-7.6
OCCN1CCN(c2ncnc3c2ncn3[C@H]2CN(Cc3ccc(F)cc3)C[C@@H](CO)O2)CC1	10.2	-1.2	-6.0	0.9	4.6	1.6	-0.3	6.2	nt	-3.2
O=C(Nc1ccc2c(c1)OCO2)N1CCN(S(=O)(=O)c2ccc(Cl)cc2)CC1	-7.5	0.9	3.1	0.3	-2.4	-2.1	-5.1	8.3	-1.5	-2.4
Cc1ccccc1C(=NC(=O)c1ccccc1)c1ccccc1	-9.2	-0.2	6.3	3.5	-8.6	0.8	-3.0	-5.8	-5.5	-2.3
COc1ccc(NC(=O)c2ccccn2)cc1OC	3.3	2.6	1.6	1.7	11.3	1.5	-3.7	10.5	0.3	7.0
CC1(C(=O)NCc2ccccc2)Oc2ccccc2NC1=O (configuration not stated)	-2.3	-2.6	-6.0	0.0	0.4	1.6	1.4	-2.1	-7.5	-0.9
